Compound activity deposited in PubChem BioAssay by Sanford-Burnham Center for Chemical Genomics.
CXCR6 block – blocks human CXCR6 beta-arrestin recruitment; CHO-K1 PathHunter CXCR6 beta-arrestin, luminescence; O00574; 360,000 compounds, 0.36% hits; inhibition, % at 20 µM; in the data active = inhibition above about 34%, passing the limit was not always enough;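 also: antagonist mode with CXCL16 agonist at 10 nM final; 0% = 10 nM CXCL16 with DMSO and 100% = unstimulated wells without agonist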
EBI2 block – blocks human EBI2 receptor beta-arrestin signaling; 360,000 compounds, 0.81% hits; EBI2 beta-arrestin recruitment, luminescence, 7a,25-OHC stimulated; inhibition, % at 5 µM; P32249; in the data active = inhibition above about 38%;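 also: enzyme fragment complementation signal reports receptor beta-arrestin coupling in cells; 0% = agonist plus DMSO wells and 100% = wells without agonist; some results beyond the cut were filed as inactive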
Target sequence (P32249 whole entry, looked up, the tested form may be a part): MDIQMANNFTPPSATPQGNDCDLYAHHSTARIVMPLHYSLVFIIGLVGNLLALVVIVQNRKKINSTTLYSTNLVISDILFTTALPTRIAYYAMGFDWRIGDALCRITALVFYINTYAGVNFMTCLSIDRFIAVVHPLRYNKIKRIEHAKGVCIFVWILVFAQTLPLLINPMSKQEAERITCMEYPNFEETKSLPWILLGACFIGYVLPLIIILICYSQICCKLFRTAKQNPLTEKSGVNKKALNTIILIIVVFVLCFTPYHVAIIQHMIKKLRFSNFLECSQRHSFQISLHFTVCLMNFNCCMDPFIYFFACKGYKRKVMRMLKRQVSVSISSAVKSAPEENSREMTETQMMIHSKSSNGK
Mdm2 MdmX PPI – disrupts the human Mdm2-MdmX interaction | SaOS-2 split-luciferase Mdm2/MdmX complementation, luminescence | inhibition, % at 8 µM | 330,000 compounds, 3% hits | AID 485346;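 active = inhibition of at least 50% at 8 µM in the primary screen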
CCR6 antagonist – blocks CCL20-driven beta-arrestin recruitment at human CCR6; P51684; CHO-K1 CCR6 PathHunter beta-arrestin, luminescence, CCL20-stimulated; inhibition, % at 20 µM; 340,000 compounds, 0.49% hits; AID 493098;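 active = compounds whose inhibition of the agonist-driven luminescence signal at 20 µM reaches about 50%, limit read from the data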;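 also: cells stimulated with CCL20 at 14 nM final; plate controls were DMSO with CCL20 for no effect and DMSO without agonist for full effect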
Target sequence (P51684 whole entry, looked up): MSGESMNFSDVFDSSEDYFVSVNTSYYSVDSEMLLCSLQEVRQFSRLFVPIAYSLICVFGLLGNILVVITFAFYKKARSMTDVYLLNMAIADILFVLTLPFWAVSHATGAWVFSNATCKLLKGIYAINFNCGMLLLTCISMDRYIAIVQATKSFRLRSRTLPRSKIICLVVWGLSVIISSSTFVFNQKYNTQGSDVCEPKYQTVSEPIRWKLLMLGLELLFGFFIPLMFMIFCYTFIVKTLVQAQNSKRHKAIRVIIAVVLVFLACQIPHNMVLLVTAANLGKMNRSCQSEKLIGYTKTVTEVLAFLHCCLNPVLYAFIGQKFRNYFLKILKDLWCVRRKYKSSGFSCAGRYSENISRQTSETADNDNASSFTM
UPR XBP1 act – activators of adaptive arm of unfolded protein response (XBP1); CHO-XBP1 luciferase reporter, IRE1-XBP1 UPR activation, luminescence; percent of tunicamycin response, DMSO as zero; activation, % at 20 µM; 330,000 compounds, 0.33% hits; AID 463104;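 active = versus positive control, 20 µM dose yields 30% or more activation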;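 also: 100% = tunicamycin at 10 µg/mL and 0% = DMSO only wells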
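incubation = overnight seeding at 37 °C, 6 h compound treatment at 37 °C | assay system = CHO-XBP1 cells stably carrying IRE1-XBP1-driven luciferase reporter | input = 1000 cells per well | detection = luciferase luminescence | dosing = single point, 20 µM final compound, 1% DMSO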
Jurkat NFkB inh – lowers PMA/ionomycin-induced NF-kB signal in Jurkat cells | 330,000 compounds, 0.53% hits | inhibition, % at 4 µM | PMA/ionomycin-induced NF-kB luciferase reporter, luminescence; in the data active = inhibition above about 50%
UPR CHOP act – activators of apoptotic arm of unfolded protein response (CHOP). 330,000 compounds, 0.34% hits. activation, % at 10 µM. CHO-CHOP luciferase reporter, UPR activation, luminescence; percent of tunicamycin response over DMSO baseline;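 active = at 10 µM dose, activation of 40% or more, normalized to positive control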;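 also: 100% = tunicamycin at 10 µg/mL and 0% = DMSO alone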
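System: CHO-CHOP luciferase reporter cell line; amount: 500 cells/well; buffer or medium: F12 medium containing 10% fetal bovine serum; incubation: 6 h compound exposure at 37 °C after overnight seeding; measured by: luciferase luminescence after 10 min with Steady-Glo reagent; evaluation: % reporter activation, DMSO baseline versus tunicamycin full activation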
697 NFkB inh – lowers PMA/ionomycin-induced NF-kB signal in 697 B cells. 697 B-cell NF-kB luciferase reporter, 16 h. inhibition, % at 4 µM. 330,000 compounds, 0.33% hits. AID 435022; in the data active = inhibition above about 35%
Gli-Sufu block – blocks Gli-Sufu signaling in a luciferase reporter. Sufu-KO-LIGHT fibroblasts, Gli luciferase reporter luminescence. inhibition, % at 5 µM. 340,000 compounds, 0.74% hits. AID 588413;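 active = inhibition above about 55%, limit read from the data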;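 also: 0% = DMSO-treated cells and 100% = wells with medium but no cells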
* hit, by the source's call; . = no result given.

Results follow in this order: CXCR6 block	EBI2 block	Mdm2 MdmX PPI	CCR6 antagonist	UPR XBP1 act	Jurkat NFkB inh	UPR CHOP act	697 NFkB inh	Gli-Sufu block
> C=CCOC(=O)C1=C(C)NC(SCC)=C(C#N)C1c1ccc(Cl)cc1 (stereo unspecified)
 : -3	17	18	27	5	12	0.2	18	6
> Cc1cnn2c(C3CC3)ccnc12
 : 0	-5	20	0	-3	0	-1.3	11	58*
> CCN(CC)C(=O)C1CCN(S(=O)(=O)c2ccc3oc4ccccc4c3c2)CC1
 : -16	3	20	10	0	14	2.1	-22	34
> O=C(CCC(=O)N1CCOc2ccccc21)Nc1ccc(F)cc1F
 : 8	3	10	9	-2	4	-0.2	15	15
> Cc1cc(C)nc(NC(=O)CCC2CCCC2)c1
 : 5	6	-16	9	1	-1	1.4	0	-6
> Cc1cccc(-n2c(SCC(=O)Nc3cccc(S(=O)(=O)NC4=NCCCCC4)c3)nc3ccccc3c2=O)c1C
 : -5	15	28	-5	-4	14	-1.3	-22	16
> O=C(CCCOc1ccc(Cl)cc1Cl)N/N=C/c1ccc(Cl)cc1
 : -11	9	-2	-14	-1	3	1.0	14	-2
> Cc1cc(Oc2ccc(N)cn2)ccc1Cl
 : 0	16	5	5	6	21	3.9	-14	-2
> CC[C@@H](C)C(NC(=O)OC(C)(C)C)c1cn([C@@H](Cc2cc3ccccc3[nH]2)C(=O)N2CCN(C(=O)OC(C)(C)C)CC2)nn1 (stereo partly specified)
 : -21	20	24	-7	2	15	0.6	8	9
> O=C(c1ccccc1Sc1ccc([N+](=O)[O-])cc1Cl)N1CCOCC1
 : -12	-6	6	-2	-4	-12	-1.6	33	4
> C/C(=N\Nc1cc(N2CCOCC2)ncn1)c1ccccc1
 : -9	9	-38	5	-2	-144	1.2	-129	-60
> CCc1ccccc1NC(=O)CCNS(=O)(=O)c1ccc2c(c1)CCC(=O)N2
 : -1	-4	20	1	-7	7	2.3	13	2
> COc1ccc(NC(=O)COC(=O)c2ccc(F)cc2F)cc1
 : -1	-2	9	-8	0	9	0.1	17	3
> COC(=O)C1=CN(Cc2ccc(OC)c(OC)c2)C=C(C(=O)OC)C1c1ccc(F)cc1
 : 13	-4	18	7	-6	3	1.0	-6	-14
> COCC(=O)N/N=C\c1ccc(OC/C=C/c2ccccc2)c(OC)c1
 : -2	9	46	14	-4	19	3.8	-5	-11
> O=[N+]([O-])c1ccc(C2(O)CN(c3ccccc3)C3=[N+]2CCS3)cc1 (stereo unspecified)
 : 5	24	-23	5	-3	8	2.5	22	8
> COc1cccc(NC(=O)C2CC(=O)N(C)C(=Nc3cccc(F)c3)S2)c1 (stereo unspecified)
 : -7	3	-14	3	-4	-9	-3.7	-10	2
> Cc1cc(C)n(-c2nnc3c4ccccc4n(C)c3n2)n1
 : 14	-22	-32	4	0	-73	5.3	-89	-46
> O=C(c1ccncc1)N(c1ccc2oc3c(c2c1)CCCC3)S(=O)(=O)c1ccc(F)cc1
 : 4	6	8	5	2	4	-0.7	-13	2
> CCOc1ccc(C(=O)NCC(=O)NC(C)CCc2ccccc2)cc1OCC (stereo unspecified)
 : 4	3	-14	7	-3	-7	-2.9	-2	0
> C=CCn1c(SCC(=O)Nc2nc(C)cs2)nnc1C(CO)NC(=O)c1ccccc1 (stereo unspecified)
 : -3	-9	13	-1	0	2	-3.3	14	6
> Cc1c(-c2cc(C(=O)O)on2)cnn1C
 : -10	-13	15	-2	-1	-4	0.1	1	34
> CCn1c(CC(=O)Nc2ccc(F)cc2)nnc1SCC(=O)NC1=NCCS1
 : -10	2	8	-13	4	2	-2.0	13	-13
> Cc1ccc(SCc2nc3ccccc3n2CC(=O)Nc2c(C)cccc2C)cc1
 : 14	17	-12	8	-2	6	-0.6	23	4
> COc1ccccc1CNC(=O)C1CCN(S(=O)(=O)N2CCCCC2)CC1
 : 1	-11	15	-6	-5	-4	2.9	5	4
> O=C1CC(c2ccsc2)c2ccc3ccccc3c2N1 (stereo unspecified)
 : -12	2	0	10	-1	-3	2.3	10	-3
> CC(C)NC(=O)Cn1nnc(-c2ccc(Cl)cc2)n1
 : -4	-8	5	-3	-2	-14	1.8	2	-18
> Cc1cc(OCC(=O)NCc2ccccn2)c2c(C)cc(=O)oc2c1
 : 5	8	11	17	-4	6	-1.2	-1	-1
> COc1cccc(CNC(=O)CCn2ccc3cc(S(=O)(=O)N4CCCC4)ccc32)c1
 : 5	-5	-6	16	-3	-2	1.2	-4	-8
> Cc1cccc(CSC(Nc2ccc(F)cc2)=C(C#N)C#N)c1
 : -14	-13	94*	0	0	8	3.3	-8	56*
> CCOc1cc(C(=S)N2CCOCC2)ccc1OS(=O)(=O)c1ccc(NC(C)=O)cc1
 : -6	2	28	5	-3	30	-1.1	-28	31
> C=CCN1c2ccccc2[C@]23C[C@@H](C(=O)OC)N(C(=O)NC4CCCC4)C2=NC(C(=O)OC)=C(C(=O)OC)[C@H]13
 : 11	2	4	12	1	16	2.4	25	-11
> Cc1ccc(NC(=O)Cn2c(C)csc2=O)cc1
 : -5	-7	0	5	2	-21	1.7	16	-23
> CS(=O)(=O)Nc1ccc(C(=O)NC2CC3CCC2C3)cc1 (stereo unspecified)
 : -3	-6	-28	-8	1	-22	0.3	-22	2
> O=C(NCc1ccccn1)c1ccc(Cn2cc(C(F)(F)F)ccc2=O)cc1
 : 4	3	-4	12	-3	7	-1.1	6	62*
> CCCc1ccc(OCc2ccccc2)c2c(=O)cc(C(=O)OCC)oc12
 : -7	7	-13	-3	-4	-2	-0.4	-3	5
> CN(C)NC(=O)c1cccc(Cl)c1
 : -11	-7	14	7	-2	-16	0.3	3	-5
> CCc1ccc(C(C)NC(=O)C2CCCO2)cc1 (stereo unspecified)
 : -1	-2	15	4	-3	-2	0.7	13	-19
> CCOC(=O)c1cn(CC)c2ccc(S(=O)(=O)N3CC(C)CC(C)C3)cc2c1=O (stereo unspecified)
 : -5	-7	8	16	-3	-17	-2.3	11	1
> O=C(COC(=O)c1cccnc1Cl)NC1CCCCCC1
 : 2	-1	11	5	-1	10	0.2	6	-15
> CSc1ccccc1NC(=O)CN(C)CC(=O)Nc1ccc(S(=O)(=O)N2CCCC2)cc1
 : -5	-6	44	6	-1	6	1.7	7	13
> Cc1cc(NC(=O)C2C3C(=O)N(Cc4ccc(Cl)cc4)C(C(=O)NC(C)(C)C)C34C=CC2(C)O4)no1 (stereo unspecified)
 : -4	1	13	0	-1	1	0.5	10	23
> O=C(NCCCn1ccnc1)C(=O)NCC1OCCN1S(=O)(=O)c1ccc2c(c1)OCCO2 (stereo unspecified)
 : 3	-6	-49	0	-1	-10	0.3	-17	0
> COC(=O)CCn1c(C)cc(C(=O)COc2ccccc2C(N)=O)c1C
 : -4	-1	-2	5	-1	19	-0.5	-17	7
> C[C@@H]1CCC(=O)N(CC[C@H](Sc2ccccc2)c2ccccc2)CC1
 : 13	18	5	18	1	-4	-0.5	-8	-1
> CS(=O)(=O)N(CC(=O)NCc1ccc(Cl)cc1)C1CCCCC1
 : 4	-2	7	-4	-4	6	0.7	33	-9
> O=C(c1ccco1)N1CCN(c2nc3ccsc3c(=O)s2)CC1
 : 2	-2	5	9	-1	-12	2.9	-8	-19
> COc1cc(/C=C2\SC(N)=NC2=O)ccc1OCC(=O)Nc1ccccc1C
 : 4	4	42	-6	-1	3	0.8	18	1
> CCOC(=O)c1cn2cccnc2n1
 : -16	-14	-9	-3	0	1	-1.8	0	-1
> COc1cccc(NC(=O)CN(C)C(C)C(=O)NC(C)c2ccc(Cl)cc2Cl)c1 (stereo unspecified)
 : 1	2	-4	10	-4	-4	-0.1	-1	1
> Cc1cc(C)n2nc(SC(C)C(=O)N(C)C3CCCCC3)nc2n1 (stereo unspecified)
 : 1	1	-4	0	-2	0	-0.6	11	3
> C=CCN1C(=NC(=O)CC)SC2CS(=O)(=O)CC21 (stereo unspecified)
 : -9	-3	3	3	0	9	-0.9	24	2
> CCCCNC(=O)COC(=O)c1cc(Br)ccc1Cl
 : 6	-4	-29	18	3	-16	-0.7	-2	-1
> CCOc1ccc(OCCC(=O)OCC(=O)Nc2ccc3c(c2)OCO3)cc1
 : -2	-2	6	-1	6	12	2.3	24	-9
> CN(C)C(=O)c1cc(-c2ccccc2)no1
 : 5	3	0	-2	8	-23	12	-23	-19
> O=S(=O)(/N=C(/Nc1cccc2ccccc12)c1ccccc1)c1ccc(F)cc1
 : 4	11	8	17	-3	-6	-0.4	7	-12
> COc1cccc(-c2cc(=O)c3cc(NC(=O)c4ccc(N(C)C)cc4)ccc3[nH]2)c1
 : .	.	65*	1	20	87*	0.5	-111	44
> COc1cc(C2C=C(c3cccs3)Nc3ncnn32)cc(OC)c1OC (stereo unspecified)
 : -5	3	.	-2	.	.	.	.	8

Shown as a hit in Jurkat NFkB inh (from the list above):
canonical_smiles | CXCR6 block | EBI2 block | Mdm2 MdmX PPI | CCR6 antagonist | Jurkat NFkB inh | 697 NFkB inh
COc1cccc(-c2cc(=O)c3cc(NC(=O)c4ccc(N(C)C)cc4)ccc3[nH]2)c1 | . | . | 65* | 1 | 87* | -111

Sorted by the number under EBI2 block (high to low): 4 from the list above
SMILES	EBI2 block
C[C@@H]1CCC(=O)N(CC[C@H](Sc2ccccc2)c2ccccc2)CC1	18
COc1cc(C2C=C(c3cccs3)Nc3ncnn32)cc(OC)c1OC (stereo unspecified)	3
O=C(c1ccco1)N1CCN(c2nc3ccsc3c(=O)s2)CC1	-2
CSc1ccccc1NC(=O)CN(C)CC(=O)Nc1ccc(S(=O)(=O)N2CCCC2)cc1	-6
